GLP-1R agonist = GLP-1 receptor (human) agonism; P43220; actives 0.007% (n = 380,000); Potency, µM (highest dose often 45.6 µM), for the others: top-dose activation, hits mostly activators; AID 624172; HEK293 GLP-1R CRE-luciferase, luminescence, 4-6 h; cells express a hypersensitive GLP-1R form; also: potency is read from the fitted curve at half-maximal effect; % of control where 0% means no effect
EPAC1 antagonist = EPAC1 (human) antagonism | EPAC1 GEF assay, Rap1b-BODIPY-GDP exchange fluorescence | Potency, µM (series often up to 115 µM), for the others: at the highest dose activity change, negative = inhibition, usual class: inhibitors | actives 0.14% (n = 360,000);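 also: potency is read from the fitted curve at half-maximal effect; plate controls were vehicle for no effect and positive control for full effect; nearly all actives have a fitted effect of over 50% in size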
EPAC1 agonist = EPAC1 (human) agonism. actives 0.073% (n = 360,000). EPAC1 agonist qHTS, biochemical assay; response scale: 100% = response to 6.5 mM cAMP. Potency, µM (doses to about 154 µM), for the others: at the top dose activation, actives largely listed as activators; also: potency is read from the fitted curve at half-maximal effect; nearly all actives have a fitted effect of over 60% in size
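Multi-concentration qHTS readout: loss of Rap1B-bound BODIPY-GDP fluorescence driven by 100 nM EPAC1 with excess GDP (50 uM), monitored kinetically at room temperature; agonist response expressed relative to 6.5 mM cAMP.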
PI5P4K alpha inh = inhibitors of human PI5P4K alpha; P48426; PI5P4Kalpha enzyme, ADP-Glo luminescence, 60 min; active compounds read low; max response, %; actives 1.2% (n = 330,000); active = max response of -50% or lower; inconclusive = between -30% and -50%; inactive = -30% or higher; also: value at the top dose of about 77 µM; % is scaled to controls: 0 for no effect and ±100 for the full control effect
Target sequence (P48426 whole entry, looked up): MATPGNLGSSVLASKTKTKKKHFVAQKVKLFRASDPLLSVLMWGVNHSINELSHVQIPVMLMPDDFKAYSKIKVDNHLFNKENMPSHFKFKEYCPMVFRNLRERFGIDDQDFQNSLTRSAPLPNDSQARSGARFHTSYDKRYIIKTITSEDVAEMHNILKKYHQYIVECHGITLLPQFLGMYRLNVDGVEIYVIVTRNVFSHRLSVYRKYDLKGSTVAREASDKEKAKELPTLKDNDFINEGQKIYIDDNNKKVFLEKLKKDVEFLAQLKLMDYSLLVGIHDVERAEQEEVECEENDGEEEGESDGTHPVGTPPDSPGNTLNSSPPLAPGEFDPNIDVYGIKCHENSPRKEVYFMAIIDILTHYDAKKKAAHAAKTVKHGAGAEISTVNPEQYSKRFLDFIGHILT
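ADP-Glo luminescence end-point read after a 60 min room-temperature kinase reaction of PI5P4Kalpha plus substrate, initiated with ATP at 5 microM final. Buffer: 0.038 M HEPES pH 7.4, EGTA, 0.1% CHAPS, 5% DMSO.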
IL2 activator = IL-2 activation | IL-2 activation reporter assay, cell-based qHTS; stimulated with anti-CD3/CD4/CD28 beads; in transgenic mouse T cells | activation, % (series mostly up to about 46 µM) | actives 0.065% (n = 360,000); in the data active = activation above about 50%; inconclusive = mostly about 30% to 49%; also: 0% is about no effect
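Unstimulated transgenic mouse T cells preincubated 60 min with compound, then stimulated with anti-CD3/anti-CD4-coated beads plus anti-CD28 for 18 h at 37 degrees C. IL-2 response read as EGFP and DsRed fluorescence by plate cytometry.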
PTHR1 ag = agonists of human PTHR1 parathyroid hormone receptor; HEK293 GP2 PTHR1 cells, GloSensor cAMP luminescence, 1 h; Potency, µM (highest dose often 115 µM), for the others: at the top dose activation, actives largely listed as activators; actives 0.075% (n = 410,000); also: potency is read from the fitted curve at half-maximal effect; nearly all actives have a fitted effect of over 55% in size; some results filed as inactive show a strong effect at the top dose; inactives centre near -15; many of its hits are not listed in these tables
Target sequence (Q03431 whole entry, looked up): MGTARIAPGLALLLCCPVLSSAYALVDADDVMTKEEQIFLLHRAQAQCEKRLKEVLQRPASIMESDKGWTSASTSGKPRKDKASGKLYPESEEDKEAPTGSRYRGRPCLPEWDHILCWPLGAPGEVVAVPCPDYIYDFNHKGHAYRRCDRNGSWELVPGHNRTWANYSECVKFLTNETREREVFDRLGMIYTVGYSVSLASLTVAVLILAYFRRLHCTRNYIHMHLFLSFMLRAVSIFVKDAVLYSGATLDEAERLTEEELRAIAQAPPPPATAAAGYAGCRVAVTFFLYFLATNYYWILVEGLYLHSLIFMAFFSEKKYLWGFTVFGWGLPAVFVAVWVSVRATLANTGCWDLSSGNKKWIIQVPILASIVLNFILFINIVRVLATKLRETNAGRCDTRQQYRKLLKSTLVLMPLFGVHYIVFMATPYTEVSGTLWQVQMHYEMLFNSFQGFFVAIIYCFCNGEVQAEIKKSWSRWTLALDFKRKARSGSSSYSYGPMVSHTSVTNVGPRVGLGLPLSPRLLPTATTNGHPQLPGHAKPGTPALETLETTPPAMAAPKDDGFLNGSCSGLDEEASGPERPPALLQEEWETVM
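HEK-293-derived GP2 cells expressing PTHR1 and a GloSensor cAMP reporter, 3,000/well, plated overnight, given luciferin plus IBMX (each 0.5 mM as added) for 1 h at 37 °C, then compound for 1 h at 37 °C. Luminescence was read after 15 min at room temperature.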
GLP1R cytotox = cytotoxicity counter-screen for GLP-1 receptor inverse agonists. actives 0.13% (n = 410,000). AID 624418. Potency, µM (titrated, usually from 38.3 µM), without a hit: at the highest dose activity change, negative = inhibition, actives largely listed as inhibitors. HEK293 cAMP-luciferase reporter cells, luminescence, 24 h;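 also: loss of luciferase light is scored as toxicity; potency is read from the fitted curve at half-maximal effect; % is scaled to controls: 0 for no effect and ±100 for the full control effect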
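Luminescence readout: signal drop marks cytotoxicity. Plated cells grew 12 h at 37 °C, 5% CO2, received 23 nL compound for 24 h, then got luciferase reagent, read after 12 min at RT.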
GLP1R inv ag = GLP-1 receptor (human) inverse agonism | HEK293 GLP-1R CRE-luciferase, luminescence, 24 h; GLP-1R form is constitutively active | Potency, µM (doses to about 38.3 µM), without a hit: top-dose activity change, negative = inhibition, usual class: inhibitors | actives 1.6% (n = 410,000); also: potency is read from the fitted curve at half-maximal effect; % is scaled to controls: 0 for no effect and ±100 for the full control effect; nearly all actives have a fitted effect of over 55% in size
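Inverse agonism was detected as reduced cAMP-driven luciferase luminescence after 24 h compound treatment. The cells were HEK293 clones expressing constitutively active human GLP-1R with the reporter. Reporter-only and GPR119 cell lines served as counterscreen controls.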
PLK1 PBD inh = inhibitors of human PLK1 polo-box domain binding; P53350; Plk1 PBD binding of FITC phosphopeptide, fluorescence polarization; Potency, µM, without a hit: max response, negative = inhibition, hits mostly inhibitors; actives 2.8% (n = 360,000); AID 720504; also: potency is read from the fitted curve at half-maximal effect; series mostly up to about 57 µM; % is scaled to controls: 0 for no effect and ±100 for the full control effect; nearly all actives have a fitted effect of over 65% in size
* = called active by the depositor; i = inactive; ? = inconclusive; . = not tested or not shown; & = joins results of further samples; [ ] = remark or other dose. Unless noted, calls follow the shape of the dose curve; as a rule, active = well fitted curve in the direction sought with a large enough effect; inconclusive = small, poorly fitted or top-dose-only effect, or another doubt; inactive = no such curve, though single readings can be large; an effect the other way counts as inactive or inconclusive.

SMILES	GLP-1R agonist	EPAC1 antagonist	EPAC1 agonist	PI5P4K alpha inh	IL2 activator	PTHR1 ag	GLP1R cytotox	GLP1R inv ag	PLK1 PBD inh
Cc1cccc(CSC2=NCCN2C(=O)c2ccco2)c1	-1.3%	1.1%	-20.1%	-4.6	-3.5	-18.7%	7.7%	23.7%	-14.5%
CCCC(C)NC(=O)Cc1ccc(Br)cc1 (stereo not drawn)	15.1%	7.3%	-8.0%	-1.5	-1.1	i	-3.5%	5.1%	-1.3%
CCOC(=O)c1ccccc1NC(=O)COC(=O)C(CC(C)C)NC(N)=O (stereo not drawn)	-5.9%	-14.4%	5.0%	1.4	0.1	i	0.0%	5.8%	-1.9%
Cc1cc(C)cc(Nc2cc(C)nc3nc(C)nn23)c1	14.6%	-12.3%	0.7%	-6.0	-2.0	-19.7%	-0.3%	9.1%	-8.0%
CC(=O)N1CCN(c2ccc(NC(=O)c3ccc([N+](=O)[O-])cc3Cl)cc2)CC1	0.9%	-11.7%	1.9%	-0.9	0.6	-10.6%	2.0%	32.9%[activator]	-3.2%
Cn1ccnc1SCC(=O)Nc1ccc(Br)cc1C(F)(F)F	1.8%	-14.0%	0.0%	3.1	-0.5	i	-0.1%	11.7%	-6.7%
CCN(CC)CC1CN(N=Cc2ccc([N+](=O)[O-])o2)C(=O)O1 (stereo not drawn)	10.2%	-0.5%	-2.8%	0.2	-0.3	i	-27.4%	3.5%	-3.0%
NS(=O)(=O)c1ccc(CCNC(=O)c2ccc3c(c2)OCCO3)cc1	7.0%	-0.1%	0.1%	5.9	4.4	i	-10.8%[7.66 µM]	16.9%[7.66 µM]	-9.5%
Fc1ccccc1CN1CCN(c2ncccn2)CC1	-1.0%	-4.7%	11.6%	1.8	-0.6	i	19.0%	3.7%	1.4%
O=C(NCc1ccco1)c1cc2nc(C3CC3)cc(C(F)(F)F)n2n1	4.1%	2.4%	-5.2%	-9.5	-0.8	-6.6%	-4.1%	-0.4%	-7.2%
CC(=O)N1CCOc2cc(S(=O)(=O)NC(C)c3ccccc3)c(Cl)cc21 (stereo not drawn)	-1.2%&-6.9%	-3.7%	-8.7%	-6.5	-1.7	-13.6%&3.7%	2.1%&-6.4%	-20.1%&-9.1%	-19.0%
Cc1ccc(C(=O)NNC(=O)CSc2nnc(C3CC3)n2C)cc1	-1.4%	-2.9%	-2.6%	-2.0	-3.0	i	26.1%	28.4%	-5.8%
CN(Cc1cnccn1)Cc1c(C(=O)N2CCc3ccccc3C2)nc2ccc(Cl)cn12	11.1%	-5.6%	0.7%	-4.0	-0.5	i	0.2%	8.4%	-15.9%
Cc1sc2ncnc(N3CCC(C(=O)Nc4nnc(CC(C)C)s4)CC3)c2c1C	7.6%	0.8%	-1.7%	1.7	0.2	-14.2%	10.1%	21.0%	1.9%
Cc1nn(-c2ccccc2)c(Cl)c1/C=N/NC(=O)c1ccco1	8.0%	-12.6%	4.5%	-14.5	-0.3	i	9.5%	45.4%[activator]	-8.7%
CC(=O)Nc1ccccc1O	5.8%	5.4%	-3.6%	0.0	0.2	i	-0.4%	3.6%	-5.6%
CCc1cc2c(C)ccc(C)c2nc1SCC(=O)Nc1c[nH]c(=O)[nH]c1=O	-0.7%	-7.2%	4.9%	-0.5	-2.1	-9.9%	3.3%	3.4%	1.8%
COc1ccc(/C(O)=C2/C(=O)C(=O)N(CCN(C)C)C2c2cccnc2)cc1OC (stereo not drawn)	1.5%	23.5%	3.8%	-10.1	0.1	-19.6%	-9.3%	-8.9%	-10.7%
O=C(NC(=S)N1CCCC1)c1ccccc1Cl	2.5%	2.5%	1.8%	9.6	-1.8	i	?	?	-0.4%
O/N=C(/CCc1ccccc1)C1(O)CCCCC1	0.4%	3.3%	9.0%	.	0.2	-15.7%[57.5 µM]	5.3%	-11.8%	-1.0%
C/C(=N\NC(=O)CC#N)c1cc2ccc(O)cc2oc1=O	-0.7%	13.2%	10.8%	?	-0.6	-5.8%	i[7.66 µM]	7.2%[7.66 µM]	?
COc1ccc(CCNC(=O)Cn2cc(C(F)(F)F)cc(Cl)c2=O)cc1	0.0%	-27.5%	-4.0%	-6.0	-1.2	i	-2.5%	0.6%	-13.7%
CC(NC(=O)NC12CC3CC(CC(C3)C1)C2)C1CCCO1 (stereo not drawn)	-11.4%	-24.8%	3.9%	2.8	0.0	i	6.9%	0.0%	-4.2%
CCOc1ncccc1C(=O)N1CCN(S(=O)(=O)c2ccccc2)CC1	1.9%	-4.9%	-2.9%	1.3	-2.8	-28.7%	5.8%	4.6%	-20.3%
Cc1cc(C(=O)CSc2ccc3c(c2)OCCO3)c(C)n1C1CC1	14.7%	-4.7%	1.9%	1.0	-3.6	-38.2%[inhibitor]	-2.8%	?	-11.3%

Further records
SMILES	GLP-1R agonist	EPAC1 antagonist	EPAC1 agonist	PI5P4K alpha inh	IL2 activator	PTHR1 ag	GLP1R cytotox	GLP1R inv ag	PLK1 PBD inh
Cc1cc(C)c(OCCN2CCCC2)c(Cl)c1	3.0%	-21.1%	2.1%	-0.4	-0.3	-25.0%	-22.2%	-7.5%	-7.7%
CCOC(=O)CSc1nc(N)nc(C)c1Cl	7.1%	8.2%	-1.5%	2.6	-1.0	i	8.6%	9.2%	29.9µM*
CCCCC(=O)Nc1ccc(C(=O)NNC(=O)CCCOc2ccc(Cl)cc2Cl)cc1	-17.1%	-5.8%	-7.7%	-6.9	-2.8	i	1.1%	10.3%	-14.3%
Cc1ccc(NC(=O)C(C)c2ccc(-c3ccccc3)c(F)c2)c(C)c1 (stereo not drawn)	-16.9%	5.6%	-1.0%	0.0	0.4	-65.4%[inhibitor][57.5 µM]	-4.2%	?	-3.0%
CC1CN(c2sc(S(C)(=O)=O)nc2S(=O)(=O)c2ccc(Cl)cc2)CC(C)O1 (stereo not drawn)	-3.6%	4.2%	11.6%	1.2	-2.7	1.9%	0.0%	11.1%	-13.1%
CN1C(=O)[C@H]2[C@@H](c3ccc(C(F)(F)F)cc3)N[C@]3(CCCN(Cc4cccn4C)C3=O)[C@H]2C1=O	-1.5%	-16.2%	-36.5%[inhibitor]	1.5	-2.5	-23.8%	-29.5%	-20.8%	-9.7%
CC(Oc1cccc(Cl)c1)C(=O)Nc1cc(S(=O)(=O)N2CCCCC2)ccc1N1CCOCC1 (stereo not drawn)	13.1%	-6.3%	2.6%	-0.1	-4.8	-11.5%	1.8%	?	-1.6%
CC(C)CC(NS(=O)(=O)c1ccc2c(c1)oc(=O)n2C)C(=O)NCc1cccnc1 (stereo not drawn)	-2.7%	6.0%	-2.3%	-3.2	0.1	-24.9%	21.8%	-3.1%	-5.9%
CCOc1cc(C)c(Cl)cc1S(=O)(=O)NCc1ccco1	0.2%	0.1%	9.8%	1.1	-0.3	i	30.3%[activator]	-23.8%	-5.9%
COc1ccc(C(=O)n2nc(-c3ccc(OC)cc3)nc2N)cc1	0.7%	-11.6%	-0.7%	5.5	-0.2	12.4%	-0.7%	14.2%	-4.4%
C=C(C)COc1ccc(-c2n[nH]c(C)c2-c2ccc(Br)cc2)c(O)c1	-6.3%	-10.3%	18.7%	.	-3.4	-22.3%	?	-0.6%	-3.0%
CCOC(=O)CSc1nnc(-c2cccc(Br)c2)o1	13.2%	-1.4%	-3.5%	-7.2	0.2	-3.4%[57.5 µM]	-0.6%	6.0%	?
COC(=O)CN1CCN(C(c2ccccc2)c2ccccc2)CC1	5.4%	1.6%	8.8%	.	-2.2	i	21.0%	-2.6%	-6.0%
CCCSc1ccc([C@H]2N[C@@](C)(C(=O)OC)[C@H]3C(=O)N(CC)C(=O)[C@@H]23)cc1	-0.2%	-7.6%	-1.4%	-2.7	0.4	16.7%	-19.6%	0.7%	-11.2%
Cc1cc(Cn2nc(-c3ccccc3)cc2C(=O)NCc2cccc(C(F)(F)F)c2)on1	-1.9%	?	-17.7%	1.3	-0.5	-69.4%[inhibitor]	-17.0%	?	2.5%
COc1ccccc1OCC(O)Cn1c(=N)n(CCN2CCCCC2)c2ccccc21 (stereo not drawn)	-4.1%	4.5%	2.6%	.	-2.9	-2.8%[57.5 µM]	?	-9.9%	-2.0%
CCNS(=O)(=O)c1ccc(CCC(=O)NCc2ccc(C)cc2)cc1	-2.2%	0.7%	-1.9%	3.3	0.7	i	-2.0%	2.0%	-16.2%
CC(=O)C1=C(C)NC(C)=C(C(C)=O)C1c1ccccc1	-2.3%	-9.7%	1.6%	2.1	-1.9	i	21.4%	2.1%	-1.2%
CCOC(=O)c1c(S(=O)(=O)NCC(=O)NCc2ccccc2Cl)c(C)n(C)c1C	8.1%	-6.7%	1.0%	-1.6	-2.0	11.9%&15.2%	-1.8%&-3.2%	-9.9%&4.1%	-21.4%

Compounds listed so far that contain bromine, in the order listed:
SMILES	GLP-1R agonist	EPAC1 antagonist	EPAC1 agonist	PI5P4K alpha inh	IL2 activator	PTHR1 ag	GLP1R cytotox	GLP1R inv ag	PLK1 PBD inh
CCCC(C)NC(=O)Cc1ccc(Br)cc1 (stereo not drawn)	15.1%	7.3%	-8.0%	-1.5	-1.1	i	-3.5%	5.1%	-1.3%
Cn1ccnc1SCC(=O)Nc1ccc(Br)cc1C(F)(F)F	1.8%	-14.0%	0.0%	3.1	-0.5	i	-0.1%	11.7%	-6.7%
C=C(C)COc1ccc(-c2n[nH]c(C)c2-c2ccc(Br)cc2)c(O)c1	-6.3%	-10.3%	18.7%	.	-3.4	-22.3%	?	-0.6%	-3.0%
CCOC(=O)CSc1nnc(-c2cccc(Br)c2)o1	13.2%	-1.4%	-3.5%	-7.2	0.2	-3.4%[57.5 µM]	-0.6%	6.0%	?

Screening data (PubChem)

Only part of the results is shown; count on the stated rates, not on these rows.
